# Screening data as filed in PubChem.
# PrPC surface inh = cell surface PrPC inhibition, primary TR-FRET screen. P04156. TR-FRET read-out. inhibition, % at 13.8 µM. 370,000 compounds, 0.43% hits. AID 720596; in the data active = inhibition above about 24%; note: 0% = median of the test wells and 100% = reference compound wells
# MazF activator = increases E. coli MazEF RNase cleavage of RNA. P0AE70. FAM/BHQ RNA-DNA oligo cleavage fluorescence, 5 h. activation, % at 20 µM. 350,000 compounds, 0.32% hits. AID 504720; in the data active = activation above about 50%
# Target sequence (P0AE70 whole entry, looked up): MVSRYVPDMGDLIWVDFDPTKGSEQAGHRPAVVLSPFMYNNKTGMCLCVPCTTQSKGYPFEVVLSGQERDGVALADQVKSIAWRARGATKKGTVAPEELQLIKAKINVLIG
# DUSP3 inh = DUSP3 (human) phosphatase inhibition | AID 1654 | P51452 | recombinant VHR phosphatase, pNPP absorbance | 290,000 compounds, 0.52% hits | inhibition, % at 13.3 µM; in the data active = inhibition above about 50%; note: some compounds called inactive have numbers as strong as hits
# Target sequence (P51452 whole entry, looked up): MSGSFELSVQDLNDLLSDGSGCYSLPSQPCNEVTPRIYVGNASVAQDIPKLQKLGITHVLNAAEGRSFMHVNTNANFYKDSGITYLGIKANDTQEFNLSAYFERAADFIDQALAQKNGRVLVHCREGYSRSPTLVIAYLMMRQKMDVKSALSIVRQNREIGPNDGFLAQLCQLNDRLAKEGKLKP
# 3CLpro inhibitor = SARS-CoV 3CLpro protease inhibition; recombinant SARS-CoV 3CLpro, quenched FRET peptide cleavage; P0C6X7; AID 1706; inhibition, % at 6 µM; 290,000 compounds, 0.14% hits; in the data active = inhibition above about 12%
# Vc quorum ag = induces V. cholerae light production without autoinducers; V. cholerae BH1578 lux reporter, luminescence, 6 h; activation, % at 18.7 µM; 350,000 compounds, 0.16% hits; AID 588436; in the data active = activation mostly above about 9.7%, no sharp cut-off; note: not every result past the cut was called active; inactives centre near 0; reference of the scale not given here
# TcdB GH inh = inhibitors of Clostridioides difficile toxin B glycohydrolase; P18177; TcdB glycohydrolase enzymatic assay, plate reader; 350,000 compounds, 0.24% hits; inhibition, % at 9.99 µM; in the data active = inhibition above about 10%
# PriA SSB inh = inhibitors of Klebsiella pneumoniae PriA binding to SSB C-terminal tail; AlphaScreen SSBct-PriA binding, biotinylated peptide; inhibition, % at 33 µM; 430,000 compounds, 0.6% hits; AID 1272365; in the data active = inhibition mostly above about 37%, no sharp cut-off; inactive = mostly below about 20%;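 note: plate controls were negative control peptide for no effect and reference peptide for full effect; strong numbers were not always called active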
# CCHF vOTU inh = blocks the CCHF virus ovarian tumor domain protease; CCHFV vOTU protease, Pep-AMC fluorescence; inhibition, % at 11.5 µM; 370,000 compounds, 0.55% hits; in the data active = inhibition above about 30%; note: 0% = vehicle wells with enzyme and 100% = no enzyme wells
# Rv3671c protease = inhibitors of M. tuberculosis serine protease Rv3671c; P9WHR9; inhibition, % at 5.96 µM; 320,000 compounds, 0.048% hits; in the data active = inhibition above about 38%;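 note: extracellular domain of Rv3671c used as enzyme; 0% = enzyme with DMSO and 100% = no enzyme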
# Target sequence (P9WHR9 whole entry, looked up, the tested form may be a part): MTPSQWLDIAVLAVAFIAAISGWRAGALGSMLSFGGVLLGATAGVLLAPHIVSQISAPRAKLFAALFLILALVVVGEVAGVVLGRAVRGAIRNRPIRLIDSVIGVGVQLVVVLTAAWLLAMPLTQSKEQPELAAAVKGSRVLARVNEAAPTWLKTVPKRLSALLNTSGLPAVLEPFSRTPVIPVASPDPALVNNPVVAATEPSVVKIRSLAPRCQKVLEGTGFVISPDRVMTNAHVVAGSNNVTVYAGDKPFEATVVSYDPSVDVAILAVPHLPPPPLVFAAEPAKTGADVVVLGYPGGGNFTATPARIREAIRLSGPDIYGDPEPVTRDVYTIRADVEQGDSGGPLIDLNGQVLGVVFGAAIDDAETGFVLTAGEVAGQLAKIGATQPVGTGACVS
# Y pestis TopoI = inhibitors of Yersinia pestis topoisomerase I; Y. pestis Topo-I cleavage product accumulation, plate reader; 360,000 compounds, 0.064% hits; AID 504884; activity, % at 10 µM; in the data active = activity above about 50%, passing the limit was not always enough; note: inactives centre near 2
# Starred values were filed as active, the others as inactive; i = inactive; x = not tested or not shown; & = joins results of further samples. Some of the compounds tested. The share of hits here may be higher or lower than overall.
SMILES,PrPC surface inh,MazF activator,DUSP3 inh,3CLpro inhibitor,Vc quorum ag,TcdB GH inh,PriA SSB inh,CCHF vOTU inh,Rv3671c protease,Y pestis TopoI
Cc1cc(N2CCN(C)CC2)nc2ccc(NC(=O)CCC(=O)NCCC3=CCCCC3)cc12,38*,-2,x,-1,-1.3,x,-5,-15,-5,10
c1ccc2[nH]c(SCc3cscn3)nc2c1,3,1,-13,-4,-0.4,x,-5,-3,-10,-3
CC(C)CCNC(=O)NC(=O)COC(=O)/C=C/c1cccc([N+](=O)[O-])c1,-4,2,-6,0,-3.0,0.2,6,-4,-6,10
Cc1ccc(C(=O)OCc2nnc(-c3ccccc3)o2)s1,4,-7,x,x,-0.8,1.1,-10,10,-7,19
COc1ccc(CN(C)CC(O)COC(c2ccccc2)c2ccccc2)c(OC)c1OC (stereo not given),3,9,19,0,i,0.4,6,3,5,20
Cc1ccc(N2C(N)=C(C#N)C(c3cccnc3)C3=C2CC(C)(C)CC3=O)cc1 (stereo not given),-8,2,-1,0,i,x,-4,6,12,-1
COc1ccc(C(=O)NC(=S)Nc2cccnc2)cc1[N+](=O)[O-],8,-3,22,-4,i,0.7,-6,-10,-5,-4
CC(C)C(C(=O)NCC1CCCO1)N(C(=O)CNS(=O)(=O)c1ccc(F)cc1)c1ccccc1 (stereo not given),3,3,30,-2,i,0.9,-8,-7,-4,-4
COc1ccccc1Nc1nc(C)cc(=O)[nH]1,-3,2,-4,0,i,0.7,5,-9,-4,-9
O=C(C1=C[C@H](c2ccccc2)C[C@H](OCc2ccc(CO)cc2)O1)N1CCN(Cc2ccccc2)CC1,-1,-5,10,-4,-0.6,2.0&-6.6,-9,-7,2,3
CC(=O)c1ccc(NC(=O)c2ccccc2Sc2ncnc3sc(C)c(C)c23)cc1,7,3,10,2,8.3,1.2,10,5,6,40
CC(=O)c1cccc(NC(=O)CCn2c(=O)oc3ccccc32)c1,-3,16,27,3,-0.2,0.3,-2&-8,6,-2,5
COc1cc(NC(=O)Nc2ccccc2)c(OC)cc1NC(=O)CN1CCCCC1,7,-2,18,-8,-0.2,x,42*,4,5,-7
C=C1CCN(c2ccc(C(=O)NCc3ccc(C)cc3)cc2[N+](=O)[O-])CC1,-6,4,13,10,-0.4,1.5,6,15,-13,18
CCN(CC)CCn1c(NCc2ccccn2)nc2ccccc21,5,-6,28,-1,2.5,x,3,4,-10,-1
O=C(c1ccc(Cl)c([N+](=O)[O-])c1)N(Cc1cccc(Cl)c1)C1CCS(=O)(=O)C1 (stereo not given),1,-7,13,0,-0.2,x,2,-3,2,36
CC(=O)Nc1ccc(N2C(=O)CSC2c2c(F)cccc2Cl)cc1 (stereo not given),6,-6,17,0,-0.3,-8.1,-18,13,-6,-9
O=C(NCCCN1CCOCC1)c1cccc(S(=O)(=O)N2CCOCC2)c1,7,-1,x,x,i,1.0,-9,8,2,5
CCC(=O)Nc1ccc(-c2nnc(SCC(=O)Nc3nccs3)n2C)cc1,2,3,14,-3,i,x,-17,8,-10,-19
CC(C)CCNC(=O)CN(C(=O)CCC(=O)Nc1ccccn1)c1ccc2c(c1)OCCO2,2,3,62,-1,-11,x,-2,-5,-8,1
O=C(NS(=O)(=O)Oc1ccc(F)c(Cl)c1)OC[C@@H]1CCCN2CCCCC12 (stereo not given in full),2,13,20,1,i,0.4,-5,-8,8,-9
O=C(COC(=O)C12CC3CC(CC(Br)(C3)C1)C2)NNC(=O)c1ccccc1,0,3,x,x,1.1,-0.3,2,-1,9,3
COC(F)(C(=O)Nc1ccc2c(c1)C(=O)NC2=O)C(F)(F)F (stereo not given),-3,2,3,2,1.4,x,-13,6,3,3
C/C(=N\NC(=O)CN(c1ccccc1Br)S(C)(=O)=O)c1cccs1,8,3,24,-1,i,0.5,x,0,-11,12
Cc1cccc(N(CC(=O)N2CCN(c3ccccc3F)CC2)S(C)(=O)=O)c1,-9,-8,-10,0,-0.2,-0.2,6,5,-3,3

# Filtered by structure, the compounds so far containing bromine
SMILES,PrPC surface inh,MazF activator,DUSP3 inh,3CLpro inhibitor,Vc quorum ag,TcdB GH inh,PriA SSB inh,CCHF vOTU inh,Rv3671c protease,Y pestis TopoI
O=C(COC(=O)C12CC3CC(CC(Br)(C3)C1)C2)NNC(=O)c1ccccc1,0,3,x,x,1.1,-0.3,2,-1,9,3
C/C(=N\NC(=O)CN(c1ccccc1Br)S(C)(=O)=O)c1cccs1,8,3,24,-1,i,0.5,x,0,-11,12

# Next part.
SMILES,PrPC surface inh,MazF activator,DUSP3 inh,3CLpro inhibitor,Vc quorum ag,TcdB GH inh,PriA SSB inh,CCHF vOTU inh,Rv3671c protease,Y pestis TopoI
COCCn1c(N)c(Sc2ccc(C)cc2)c(=O)[nH]c1=O,5,-1,41,0,-0.3,0.3,-14,7,-4,0
CC1=Nc2ccc(Br)cc2C(c2ccccc2)N1CC(=O)NN (stereo not given),1,9,30,13*,1.6,0.5,-13,-6,-3,4
C/C(=N\NC(=O)c1ccc(Cl)cc1)c1cccs1,3,-8,47,1,-6.4,1.0,x,3,x,-12
COCCn1c(SCC(=O)Nc2ccc(F)cc2)nc2ccccc2c1=O,0,4,34,-7,i,1.4,-13,1,-5,3
O=C(C[C@@H]1C/C=C\C[C@H](Cc2ccc(F)cc2)C(=O)OC[C@@H](c2ccccc2)NC1=O)NCCO,-8,6,x,x,i,1.0,-10,-7,-6,4
CN(C)S(=O)(=O)N1CCC(Oc2cccc(C(=O)N3CCSCC3)c2)CC1,-3,-2,10,0,i,0.0,-16,-5,1,5
N#C/C(=C\c1c(Oc2ccccc2F)nc2ccccn2c1=O)C(=O)NC1CCS(=O)(=O)C1 (stereo not given),-12,-16,17,0,-0.1,1.0,-13,-31,0,-3
COc1ccc(-n2c(COc3cccc4ccccc34)nnc2SCC#N)cc1,3,1,9,-1,i,x,-8,2,-6,35
O=C(O)c1ccccc1NC(=O)N1CCOCC1,2,5,12,6,-0.8,1.1,-12,-12,6,-2
COc1cc(OC)cc(C(=O)NC(C(=O)NNC(=O)c2cc(Cl)ccc2OC)C(C)C)c1 (stereo not given),3,4,x,x,i,2.3,2,16,1,0
CCC1(c2ccccc2)NC(=O)N(CC(=O)Nc2ccc(S(=O)(=O)Nc3ncccn3)cc2)C1=O (stereo not given),-3,1,x,x,-0.8,3.6,-13,4,4,5
O=C(C1=C(O)C(=O)N(c2ncccn2)C1c1cccs1)c1ccco1 (stereo not given),4,13,20,0,1.4,x,-4,-4,9,2
Cc1ccc(NC(=O)NN2CCOCC2)cc1,-2,1,22,2,2.6,0.9,-5,-5,6,4
CN(C)S(=O)(=O)c1ccc(C(=O)OCC(=O)Nc2cccnc2Cl)cc1,-7,1,0,1,-0.4,1.0,4,-3,4,1
O=C(CSc1ccccc1)NNC(=O)c1ccncc1,2,-2,x,x,-0.2,2.1,8,-10,x,11
Cc1ccc(/C(O)=C2/C(=O)C(=O)OC2c2ccc(Cl)cc2)cc1 (stereo not given),3,-2,23,7,i,x,x,6,0,4
COc1ccc(OC)c(N(CC(=O)N2CCN(Cc3ccccc3)CC2)S(C)(=O)=O)c1,6,-14,16,-1,0.0,1.6,7,-6,8,3
O=C(/C=C\N1CCOCC1)c1ccc(Br)cc1,7,5,-2,5,-0.3,1.7,-9,0,-4,4
Cc1ccc(-c2cnn(-c3cccc([N+](=O)[O-])c3)c2N)cc1,-52,-1,10,1,i,x,9,6,-6,-10
O=C1C(Cl)=C(Nc2ccc(F)cc2)C(=O)N1CCc1ccccc1,-15,19,2,6,-0.1,0.3,-4,-8,1,4
CCOc1ccc(OCCOC(=O)CN(C)S(=O)(=O)c2ccc(NC(C)=O)cc2)cc1,1,-3,x,x,-0.7,1.4,-5,-10,-1,18
O=C1N(Cc2ccccc2)c2ccccc2C12OCCO2,-8,-5,-2,-4,5.6,1.1,-11,-1,-2,-4
COC(=O)C1=C(SC)N(c2ccccc2)C(c2ccccc2)CC1=O (stereo not given),6,-9,-2,-3,-0.3,2.0,-5,0,-1,-2
CC1CCCN(Cc2c(O)ccc3c4c(c(=O)oc23)CCCC4)C1 (stereo not given),3,8,18,-2,-0.4,2.0,1,-366,-6,8
Cc1cc(C)n(CC(=O)N2CCCC(N3CCN(c4ccccc4C)CC3)C2)n1 (stereo not given),0,1,-9,6,4.3,1.4,-16,2,-6,11

# Record cards, from the list above. Order of values: PrPC surface inh	MazF activator	DUSP3 inh	3CLpro inhibitor	Vc quorum ag	TcdB GH inh	PriA SSB inh	CCHF vOTU inh	Rv3671c protease	Y pestis TopoI
# Entry for C/C(=N\NC(=O)c1ccc(Cl)cc1)c1cccs1 → 3	-8	47	1	-6.4	1.0	x	3	x	-12
# Entry for CC1CCCN(Cc2c(O)ccc3c4c(c(=O)oc23)CCCC4)C1 (stereo not given) → 3	8	18	-2	-0.4	2.0	1	-366	-6	8
# Entry for COc1ccc(-n2c(COc3cccc4ccccc34)nnc2SCC#N)cc1 → 3	1	9	-1	i	x	-8	2	-6	35
# Entry for Cc1ccc(NC(=O)NN2CCOCC2)cc1 → -2	1	22	2	2.6	0.9	-5	-5	6	4
# Entry for O=C(C1=C(O)C(=O)N(c2ncccn2)C1c1cccs1)c1ccco1 (stereo not given) → 4	13	20	0	1.4	x	-4	-4	9	2

# Further structures follow.
SMILES,PrPC surface inh,MazF activator,DUSP3 inh,3CLpro inhibitor,Vc quorum ag,TcdB GH inh,PriA SSB inh,CCHF vOTU inh,Rv3671c protease,Y pestis TopoI
O=C(NCCO)C(=O)Nc1cc2c3c(c1)CC(=O)N3CCC2,-7,-4,23,3,-0.6,-0.4,-13,9,-6,2
CC1CC1C(=O)OCC(=O)Nc1ccc(S(=O)(=O)N2CCOCC2)cc1 (stereo not given),4,1,x,x,3.4,-0.8,-24,4,-8,1
COc1ccc(CNC(=O)Cn2nc(-c3ccc4c(c3)OCCO4)ccc2=O)cc1,-11,-9,15,-5,-0.2,x,-7,-15,2,-6
CCOC(=O)/C=c1\s/c(=C\c2ccc(C(F)(F)F)cc2)c(=O)n1CC(=O)NCc1ccco1,-1,-62,-2,1,i,0.4,x,15,-12,-3
Cc1cc(=O)[nH]c(-c2cccnc2)n1,1,-5,2,5,-0.8,-0.5,-11,-9,2,9
CCOC(=O)C1=C(COC(=O)CNC(=O)c2cc(OC)c(OC)c(OC)c2)NC(=O)NC1C (stereo not given),-8,3,x,x,0.3,1.3,-1,-5,-2,-8
Cc1ccc(C2=NN(C(=O)C3CCCO3)C(c3ccco3)C2)cc1 (stereo not given),4,-8,-10,-1,-0.4,1.5,6,-3,2,13
Cc1ccccc1NC(=O)c1sc(NC(=O)COc2ccccc2)c(C#N)c1C,-2,-1,-8,5,-0.7,x,-28,5,-7,-2
CCc1nc2ccc(C(=O)N3CCN(c4ccccc4)CC3)cc2nc1CC,-5,-1,4,-2,i,0.9,13,-1,-7,28
CCCCOc1c(Br)cc(/C=C2\N=C(C)OC2=O)cc1OCC,-4,-5,6,5,i,2.0,-6,9,-9,10
Cc1cccc(C)c1NC(=O)CN(C)C(=O)CN1C(=O)NC(C)(C)C1=O,-6,2,x,x,i,2.0,-13,-5,2,-5
CC(=O)Nc1ccc(N(C(=O)c2ccco2)C(C(=O)NC2CCCC2)c2ccc(N(C)C)cc2)cc1 (stereo not given),1,8,2,-5,i,-0.8,-11,3,3,3
O=C(CN1CCOCC1)NC1CC2CCC1C2 (stereo not given),-3,1,-9,1,11,x,-17,6,2,-5
O=C(NN1C(=O)c2cc(Br)ccc2NC1c1cc(Br)cc(Br)c1O)c1ccncc1 (stereo not given),-6,-10,-8,1,-4.5,x,-8,5,-1,3
O=C(Cn1c2ccc(F)cc2c2nc3n(c(=O)c21)CCS3)N1CCCC1,x,-2,12,-2,0.0,1.3,-6,x,3,-2
O=C(CSc1ncccn1)N/N=C/c1cccc(OC2CSC2)c1,-2,1,19,2,-0.8,1.8,x,4,0,9
CCCCCCC(=O)N/N=C/Cc1ccccc1,7,-14,4,3,-3.6,x,x,9,-4,6
Cc1ccc(NC(=O)C2CCN(C(=O)c3ccco3)CC2)cc1,-2,6,129,-4,-0.2,0.5,-22,2,1,-7
CC(C)CC1NC(=O)c2cc3ccccc3cc2-n2c1nc1ccc(Cl)cc1c2=O (stereo not given),7,-10,x,x,0.4,-9.5,x,10,x,0
